# RPL19A-GFP yeast: yeast TOR pathway RPL19A-GFP modulation; percent response vs DMSO, % at 10 µM; 330,000 tested, 0.3% active; S. cerevisiae RPL19A-GFP strain, flow cytometry, 3 h; stronger effect = lower value;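 active = percent response vs DMSO below 50%; inconclusive = fewer than 70 events counted for the yeast strain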;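 also: median channel GFP fluorescence of the barcoded RPL19A-GFP strain; ratio of sample median GFP to plate DMSO average so 100% = DMSO; lower means less RPL19A-GFP as with rapamycin TOR inhibition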
# VLA-4 inh: inhibition in a human VLA-4 binding assay | P13612 | VLA-4 expressing cells, ligand binding flow cytometry | inhibition, % (about 7 µM as worked out from the volumes in the protocol) | 330,000 tested, 0.2% active; in the data active = inhibition above about 50%
# AGP1 TOR yeast: modulators of TOR pathway AGP1-GFP in S. cerevisiae | S. cerevisiae AGP1-GFP multiplex flow cytometry, 3 h; GFP as percent of DMSO wells | AID 2066 | GFP response vs DMSO, % at 10 µM | 320,000 tested, 0.02% active;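 active = GFP response relative to DMSO above a set limit, near screen average plus 3 SD, cut at about 150% in these data; inconclusive = fewer than 70 cells counted for the yeast strain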;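 also: median GFP channel fluorescence of the gated AGP1 strain per well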
# CIT2-GFP yeast: yeast TOR pathway CIT2-GFP modulation. S. cerevisiae CIT2-GFP strain, flow cytometry, 3 h; 100 means same as DMSO wells. GFP response vs DMSO, % at 10 µM. 320,000 tested, 0.065% active. AID 2029;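 active = GFP response relative to DMSO above a set limit, near the screen mean plus 3 SD, cut at about 150% in these data; inconclusive = Fewer than 70 cells measured for a yeast strain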;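 also: ratio of well median GFP fluorescence to mean of DMSO wells on the plate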
# LAP4-GFP MLPCN: modulators of TOR pathway LAP4-GFP in S. cerevisiae | S. cerevisiae LAP4-GFP multiplex, flow cytometry GFP, 3 h; median GFP as percent of DMSO wells | 320,000 tested, 0.34% active | GFP response vs DMSO, % at 10 µM | AID 2023;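 active = GFP response vs DMSO above a set limit, about the screen mean plus 3 SD, cut at about 150% in these data; inconclusive = under 70 cell events counted for the yeast strain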
# GRK2 aptamer HTS: inhibitors of human GRK2 displacing RNA aptamer; P25098; bead flow cytometry, FAM-aptamer displacement from GRK2; inhibition of aptamer binding, % at 10 µM; 330,000 tested, 0.59% active; AID 488847;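 active = inhibition of aptamer binding above 40%, roughly 3 SD of noise, on plates passing a quality check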;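 also: median bead fluorescence of bound FAM aptamer so fluorescent compounds give negative values; no value below 0 was filed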
# Target sequence (P25098 whole entry, looked up): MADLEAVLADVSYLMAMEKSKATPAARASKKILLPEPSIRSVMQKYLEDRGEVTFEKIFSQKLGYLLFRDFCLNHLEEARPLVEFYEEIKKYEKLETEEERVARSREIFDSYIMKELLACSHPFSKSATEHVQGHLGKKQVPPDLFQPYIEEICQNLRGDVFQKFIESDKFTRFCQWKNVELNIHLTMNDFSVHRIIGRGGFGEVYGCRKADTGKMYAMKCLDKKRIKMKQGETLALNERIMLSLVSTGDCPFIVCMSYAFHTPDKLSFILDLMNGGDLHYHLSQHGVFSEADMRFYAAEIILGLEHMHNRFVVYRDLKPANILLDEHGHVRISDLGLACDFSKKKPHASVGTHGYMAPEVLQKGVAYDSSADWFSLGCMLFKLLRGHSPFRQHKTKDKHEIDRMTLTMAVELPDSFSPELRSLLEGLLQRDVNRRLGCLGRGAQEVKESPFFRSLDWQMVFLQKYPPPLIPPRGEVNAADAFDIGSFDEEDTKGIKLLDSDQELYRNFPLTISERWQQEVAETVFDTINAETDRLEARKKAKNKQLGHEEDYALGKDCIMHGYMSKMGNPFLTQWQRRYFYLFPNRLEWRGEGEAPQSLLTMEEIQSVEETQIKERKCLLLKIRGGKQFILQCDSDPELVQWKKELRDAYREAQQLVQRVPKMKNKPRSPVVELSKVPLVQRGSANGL
# JMJD2C inh: inhibitors of human GASC-1 (JMJD2C) demethylase. 330,000 tested, 0.069% active. inhibition, % at 2.35 µM. GST-JMJD2C(1-420) H3K9me3 demethylation, DELFIA europium. Q9H3R0;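 active = more than half of a compound's replicate wells show inhibition beyond 50%, single wells judged on their own value; inconclusive = some, but no more than half, of replicates pass 50% inhibition; inactive = no replicate passes 50% inhibition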;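 also: signal counts dimethyl H3K9 product captured on neutravidin plate; 0% = median of DMSO wells and 100% = 0.3 times that DMSO median; strong numbers were not always called active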
# Target sequence (Q9H3R0 1-420 limits assumed): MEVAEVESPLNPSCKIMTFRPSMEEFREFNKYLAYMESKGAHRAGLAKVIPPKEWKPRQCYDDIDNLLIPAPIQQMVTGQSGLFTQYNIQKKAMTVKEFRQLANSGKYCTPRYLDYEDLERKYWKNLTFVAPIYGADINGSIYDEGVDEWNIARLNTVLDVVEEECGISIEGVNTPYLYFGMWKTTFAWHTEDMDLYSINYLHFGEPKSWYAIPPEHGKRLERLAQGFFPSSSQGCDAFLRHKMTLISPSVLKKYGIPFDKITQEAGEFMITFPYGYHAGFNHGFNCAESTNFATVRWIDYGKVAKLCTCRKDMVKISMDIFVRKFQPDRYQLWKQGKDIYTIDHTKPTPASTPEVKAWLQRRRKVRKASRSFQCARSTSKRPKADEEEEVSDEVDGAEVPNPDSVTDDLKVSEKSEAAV
# MEP2 TOR yeast: modulators of TOR pathway MEP2-GFP in S. cerevisiae; S. cerevisiae MEP2-GFP strain, flow cytometry GFP, 3 h; 100% = DMSO control level; GFP response vs DMSO, % at 10 µM; 330,000 tested, 0.51% active;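 active = GFP response versus DMSO above a set limit, roughly screen mean plus 3 SD, cut at about 180% in these data; inconclusive = fewer than 70 cells counted for a yeast strain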;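 also: median GFP fluorescence of the barcode-gated MEP2-GFP cells per well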
# Starred values were filed as active, the others as inactive; ? = inconclusive; / = no result given; & = joins results of further samples; [ ] = remark or other dose.
SMILES,RPL19A-GFP yeast,VLA-4 inh,AGP1 TOR yeast,CIT2-GFP yeast,LAP4-GFP MLPCN,GRK2 aptamer HTS,JMJD2C inh,MEP2 TOR yeast
CCOCCSc1n[nH]c(=O)n1CCc1ccccc1,104,38,105,102,98,1,2,104
C/C(=N\S(=O)(=O)c1ccc(C)cc1)N1CCN(S(=O)(=O)c2ccccc2)C1,103,6,104,102,108,0,1,102
O=C(CNC(=O)c1ccco1)NCC(=O)OCC(=O)c1ccc(Cl)c([N+](=O)[O-])c1,106,16,106,108,106,1,0,109
COc1ccc(NC(=O)c2c3c(nc4ccccc24)CCC3)cc1,102,3,/,103,108,3,4,106
N#CC1(C#N)C(C(N)=O)C1c1ccccc1 (stereo not drawn),95,1,92,98,90,0,-4,111
COc1cccc(CN(CC(=O)NCc2ccco2)C(=O)CNS(=O)(=O)c2ccccc2)c1,100,12,97,96,91,0,2,102
CCOC(=O)c1cc(C)sc1NC(=O)CN1CCN(C(=O)c2ccco2)CC1,99[may fluoresce green],-13,102[may fluoresce green],106[may fluoresce green],105[may fluoresce green],2,5,107[may fluoresce green]
CCn1nnnc1NC(=O)c1cccc(OC)c1,104,9,115,114,105,1,-9,109
O=C(CCc1ccccc1)NCc1ccc2c(c1)OCO2,111,2,113,105,98,1,3,104
Fc1ccc(N2CCN(c3ccc4c(C(F)(F)F)cc(C(F)(F)F)nc4n3)CC2)cc1,99,-1,90,90,101,4,-1,94
O=C(CSc1nnnn1-c1cccc(F)c1)NC1CC1,102,-2,99,111,91,0,-6,106
COc1ccc(C2C(C(=O)N3CCOCC3)c3ccccc3C(=O)N2c2ccc(OC)cc2)cc1 (stereo not drawn),102,7,104,102,94,0,-3,102
CCN(CC)Cc1cc2ccccc2c2c1COC2,82,1,19[may fluoresce violet],?,94,1,2,118
CCNc1nc(Oc2ccc(=O)[nH]n2)nc(SC)n1,101,-3,108,/,94,8,-18,100
OCC1(Cc2cccc(Cl)c2)CCCN(Cc2ccc3cc(F)ccc3n2)C1 (stereo not drawn),94,7,103,94,109,3,5,98
Cc1oc(-c2cccs2)nc1CN1CCN(C2CCCC2)C(CCO)C1 (stereo not drawn),68,1,85,97,101,2,6,122
O=C1CS/C(=N/N=C/c2c[nH]c3ccccc23)N1,99,-49,99,95,106,2,0,99
CN1CCN(CC(O)COc2ccc(S(=O)(=O)N3CCOCC3)cc2)CC1 (stereo not drawn),96,22,102,99,104,0,-2,115
O=C(c1nc2nc(-c3cccs3)cc(C(F)(F)F)n2n1)N1CCN(Cc2ccccc2)CC1,93,1,96,97,87,6,0,98
O=C(CC1C(=O)NCCN1Cc1cccc(Oc2ccccc2)c1)NCCc1ccncc1 (stereo not drawn),98,-4,102,88,102,0,7,97
COc1ccc(N2CCN(C(=O)c3cc4c(-c5cccc(OC)c5)nn(C)c4s3)CC2)cc1,95,33,98,97,105,0,/,111
COc1cc2c(cc1OC)CN(CC(=O)Nc1ccc3c(c1)OCO3)CC2,101,-3,105,108,104,0,13,108
Cc1cc(N2CC(C(=O)Nc3nccs3)CC2=O)ccc1C(C)C (stereo not drawn),103,4,100,99,102,0,-5,99
CC(C)c1ccc(NS(=O)(=O)c2ccc3c(c2)NC(=O)CO3)cc1,99,-14,88,98,88,3,7,100
CC1CCC(NC(=O)c2ccc(NC(=O)c3ccc(=O)[nH]c3)cc2)CC1 (stereo not drawn),100,19,104,99,101,2,2,92

# Later entries:
SMILES,RPL19A-GFP yeast,VLA-4 inh,AGP1 TOR yeast,CIT2-GFP yeast,LAP4-GFP MLPCN,GRK2 aptamer HTS,JMJD2C inh,MEP2 TOR yeast
O=C(CN1C(=O)NC(Cc2c[nH]c3ccccc23)C1=O)NCC(F)(F)F (stereo not drawn),103,-5,95,96,108,2,-15,106
O=C(NCc1ccco1)c1ccc(CS(=O)(=O)Cc2ccc(Cl)cc2)o1,98,8,95,107,101,1,7,102
Cc1ccc(S(=O)(=O)n2cccc2C)cc1,100,-27,107,100,100,1,-3,91
C[S+](CC[C@H](N)C(=O)O)C[C@H]1O[C@@H](n2cnc3c(N)ncnc32)[C@H](O)[C@@H]1O (stereo partly drawn),104,41,100,98,107,0,/,99
COc1ccc(C2(C(=O)Nc3ccc(S(N)(=O)=O)cc3)CCCC2)cc1,114,1,130,119,123,0,-5,115
CC1CCN(S(=O)(=O)c2cccc(C(=O)Oc3ccc([N+](=O)[O-])cc3)c2)CC1,102,0,102,100,98,1,-19,99
CC1Sc2ccc(S(=O)(=O)CCC(=O)Nc3ccc(C(C)C)cc3)cc2NC1=O (stereo not drawn),95,15,100,101,110,0,2,103
C[C@@H]1O[C@@H](Oc2c(-c3ccc(O)c(O)c3)oc3cc(O)cc(O)c3c2=O)[C@H](O)[C@H](O)[C@H]1O,98,9,99,91,100,4,-11,99
Cc1cc(C)c(NC(=O)c2cccs2)c(C)c1NC(=O)c1cccs1,102,-2,103,111,96,0,6,102
COc1cccc(C(=O)NCC(=O)N/N=C(\C)Cc2ccccc2)c1,100,15,104,101,94,1,1,100
C/C(=N/NS(=O)(=O)c1cccc([N+](=O)[O-])c1)c1ccc2c(c1)OCO2,?,-5,?,85[may fluoresce red],71[may fluoresce red],1,3,98[may fluoresce red]
C/C(=C\C(=O)c1ccccc1)Nc1ccc(O)cc1,101,-3,111,107,98,2,2,112
CCC(=O)Nc1ccc(NC(=O)c2cccc3ccccc23)cc1,110,9,105,109,103,2,2,116
COc1ccc(NC(=O)c2csc(Cc3ccc(Cl)cc3)n2)cc1,91,7,88,90,89,0,-2,86
Cn1c(=O)n(Cc2ccc(Cl)cc2)c2ccccc21,96,13,98,89,115,2,8,98
O=S(=O)(NCc1cccnc1)c1ccc2c(c1)OCCO2,111,-14,84,84,79,0,5,97
CCCCCOc1ccccc1C(=O)NCC(=O)O,99,4,96,93,113,9,-5,96
Cc1cc(C(F)(F)F)n2nc(C)c(-c3ccc(Cl)cc3)c2n1,100,17,96,97,91,0,-5,100
CC(C)(C)NC(=O)COc1ccc(CNc2ccc3[nH]c(=O)[nH]c3c2)cc1,116,5,115,113,105,3,4,105
COc1ccc(/C(N)=N/OC(=O)CCCN2C(=O)c3ccccc3C2=O)cc1OC,88,-4,84,/,79,1,18,87
CC(=O)N1CCOc2ccc(S(=O)(=O)NCc3ccc(F)cc3)cc21,99,1,101,107,91,34,-4,94
CCc1cccc(NC(=O)CSCc2cc(=O)[nH][nH]2)c1,91,3,94,102,87,0,-1,92
N#Cc1c(N)nc(SCC(=O)OCc2ccccc2)c(C#N)c1-c1ccco1,103,5,101,100,97,0,6,107
CC(C)c1ccc2c(c1)C1(NN=C(c3ccccc3)S1)C(=O)N2 (stereo not drawn),94,2,96,115,171*,0,-10,109
CC(C)Cc1ccc(CN2CCC(n3nccc3NC(=O)C3CCCC3)CC2)cc1,100,-20,93,96,88,0,-6,100

# Next structures.
SMILES,RPL19A-GFP yeast,VLA-4 inh,AGP1 TOR yeast,CIT2-GFP yeast,LAP4-GFP MLPCN,GRK2 aptamer HTS,JMJD2C inh,MEP2 TOR yeast
COc1ccccc1-n1c(N)c(C(=O)NCC2CCCO2)c2nc3ccccc3nc21 (stereo not drawn),98,3,95,95,106,2,-3,110
O=C(Nc1ccc(N2CCOCC2)cc1)c1c(F)cccc1Cl,103,10,111,116,106,7,78,103
COc1ccc(OC)c(C(=O)COC(=O)c2ccccc2O)c1,102,10,96,93,120,0,-25,103
CCn1ncc([N+](=O)[O-])c1C(=O)Nc1cc(C)on1,112,14,116,114,109,1,-4,121
CC(C)C[C@H](NC(=O)C1CCN(S(=O)(=O)c2ccccc2)CC1)C(=O)NCc1cccnc1,97,1,101,97,95,1,-12,89
COc1cc(/C=N/n2nnnc2N)ccc1OC(C)C,107,22,102,99,119,0,-1,111
O=C(NCc1ccc2c(c1)OCO2)C1CCC(CNS(=O)(=O)c2ccccc2)CC1 (stereo not drawn),95,3,102,105,96,0,-1&-14,99
CS(=O)(=O)N1c2cccc3cccc(c23)S1(=O)=O,118,6,114,108,132,1,1,124
Nc1cccc(NC(=O)c2cccs2)c1,94,9,94,90,89,6,3,96
CCCCCSc1nc(N2CCOCC2)c2c(c1C#N)CC(C)(C)OC2,103,0,102,96,107,0,-5,102
CN(Cc1ccccc1)C1=CC(=[N+]2CCCCC2)CC(C)(C)C1,99,2,101,98,99,0,-7,102
Cc1ccc(CNC(=O)c2ccc(N3CCC4(CC3)CC(c3ccccc3)=NO4)c(NC(=O)c3ccco3)c2)cc1,94,0,86,85,126,1,11,92
CCCc1cc(C(=O)N2CCCC(C(=O)c3cc(C)c(OC)c(C)c3)C2)n(C)n1 (stereo not drawn),101,106*,95,93,102,0,-10,98
Cc1cccc(C)c1OCc1cc(C(=O)NCC2CCCCC2)no1,101,1,106,107,110,0,-4,102
CCOc1cnn(Cc2ccccc2)c(=O)c1SCc1ccccc1,108,-4,103,108,90,8,-4,108
O=C1CC(c2cccc(F)c2)C2=C(CCCC2=O)N1 (stereo not drawn),98,-7,102,102,94,0,1,104
Cc1ccsc1C(=O)N1CC(=O)Nc2ccccc21,98,6,97,92,96,0,-8,96
O=S(=O)(c1cccc(-c2nnc(-c3ccc(Br)cc3)o2)c1)N1CCCCCC1,98,2,97,97,97,0,-2,98
NS(=O)(=O)c1ccc(CCNC(=O)CNC(=O)Cc2ccccc2)cc1,102,16,100,107,100,3,-1,109
COc1ccc(/C=C/c2ccccc2)cc1[C@H]1[C@H]2C=CC[C@@H](C)[C@@H]2C(=O)N1Cc1ccccc1,102,-7,108,102,104,1,5,102
Cn1nnc(NC(=O)c2cccs2)n1,93,9,90,87,91,4,-3,97
O=S(=O)(c1cccc2cccnc12)N1CCN(Cc2ccccc2)CC1,104,-6,107,114,106,3,28,111
Cc1cc(=O)oc(C)c1C(=O)NC12CC3CC(CC(C3)C1)C2,96,16,98,98,101,0,-6,97
CCn1c(=S)sc2c(=O)n(CC(=O)Nc3ccccc3)c(C)nc21,97,4,92,95,85,9,8,95
O=C(COc1cc(Cl)c(Cl)cc1Cl)NCCN1CCOCC1,107,7,98,104,103,0,12,110

# Later entries.
SMILES,RPL19A-GFP yeast,VLA-4 inh,AGP1 TOR yeast,CIT2-GFP yeast,LAP4-GFP MLPCN,GRK2 aptamer HTS,JMJD2C inh,MEP2 TOR yeast
Cc1ccc(NC(=O)CN2C(=O)C3CC=CCC3C2=O)cc1S(=O)(=O)N1CCOCC1 (stereo not drawn),111,19,118,112,105,3,-2,101
CC(=O)Nc1c(C(=O)N2CCOCC2)cnn1-c1ccc(C)c(C)c1,98,5,112,101,103,0,6,102
COc1cc(OC)cc(C(=O)NCC(=O)OCC(=O)N2c3ccccc3NC(=O)C2(C)C)c1,105,7,106,106,96,0,3,101
O=C(Cc1cccs1)NCc1ccc(Cl)cc1Cl,97,-13,95,93,97,3,-1,96
CC(C)CCNC(=O)CCCc1ccccc1,98,5,104,98,107,2,-3,92
O=C(CN1CCN(c2ccccn2)CC1)Nc1cc(C(F)(F)F)ccc1Cl,95,-10,90,95,90,0,8,100

# Single records, from the list above. Values in the order: RPL19A-GFP yeast	VLA-4 inh	AGP1 TOR yeast	CIT2-GFP yeast	LAP4-GFP MLPCN	GRK2 aptamer HTS	JMJD2C inh	MEP2 TOR yeast
# Cc1ccc(NC(=O)CN2C(=O)C3CC=CCC3C2=O)cc1S(=O)(=O)N1CCOCC1 (stereo not drawn) is listed as 111	19	118	112	105	3	-2	101
# O=C(Cc1cccs1)NCc1ccc(Cl)cc1Cl is listed as 97	-13	95	93	97	3	-1	96
# O=C(CN1CCN(c2ccccn2)CC1)Nc1cc(C(F)(F)F)ccc1Cl is listed as 95	-10	90	95	90	0	8	100
